# Screens deposited in PubChem by several laboratories.
# Tat export inh: inhibitors of E. coli Tat protein transport; E. coli MC4100 TorA-mCherry Tat export, fluorescence; inhibition, % at 10 µM; 340,000 tested, 0.036% active;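 active = mean replicate inhibition at least 50% and at least half of replicates individually reaching 50%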;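 also: exported cargo escapes ClpAP degradation while cytoplasmic cargo is degraded and loses fluorescence; 0% = median of neutral control wells and 100% = median of NaSCN control wells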
# PKA-R2B act: PKA-R2B complex activation; 340,000 tested, 0.079% active; PKA-R2B holoenzyme dissociation, Cy5-IP20 fluorescence polarization; R2B truncated from residue 108, S112A mutant; 0% DMSO only, 100% 113 µM cGMP; activation, % at 11.4 µM; P22694+P31323;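 active = activation above a cutoff set at the mean over all compounds plus 3 SD, cut at about 18% in these data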;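 also: higher means more holoenzyme dissociation and a rise in polarization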
# Target sequence (P31323 whole entry, looked up, other chains not shown, the tested form may be a part): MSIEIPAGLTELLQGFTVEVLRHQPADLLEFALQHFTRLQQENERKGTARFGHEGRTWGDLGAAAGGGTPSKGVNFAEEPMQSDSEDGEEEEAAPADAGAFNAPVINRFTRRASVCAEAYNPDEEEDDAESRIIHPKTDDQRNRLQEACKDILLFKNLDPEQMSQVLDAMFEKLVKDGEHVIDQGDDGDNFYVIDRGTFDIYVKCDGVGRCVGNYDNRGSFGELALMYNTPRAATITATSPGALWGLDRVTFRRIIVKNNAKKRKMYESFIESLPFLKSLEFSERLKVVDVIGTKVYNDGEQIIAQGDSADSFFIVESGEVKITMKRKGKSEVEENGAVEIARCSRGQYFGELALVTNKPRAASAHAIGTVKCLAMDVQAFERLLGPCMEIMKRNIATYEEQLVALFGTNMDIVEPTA
# MOR-DOR ag: OPRM1-OPRD1 heterodimerization agonism | activation, % at 9.3 µM | P35372+P41143 | cells, luminescence | 340,000 tested, 0.3% active; in the data active = activation above about 18%;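 also: 0% = vehicle-treated cells and 100% = reference agonist; values of inactives mirror those of a sister screen read the other way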
# phage Ecoli inh: E. coli growth loss with phage present; growth absorbance; inhibition, % at 11.9 µM; 360,000 tested, 0.26% active; AID 651602; in the data active = inhibition above about 11%
# HTR5A inv ag: inverse agonist of human HTR5A in OPRM1-OPRD1 counter-screen. 340,000 tested, 0.083% active. HTR5A cell line, luminescence, inverse agonism. P47898. inhibition, % at 9.3 µM; in the data active = inhibition mostly above about 23%, no sharp cut-off; inactive = mostly below about 18%;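 also: 0% = cells with DMSO and 100% = no-cell wells with DMSO; some compounds called inactive have numbers as strong as hits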
# Target sequence (P47898 whole entry, looked up): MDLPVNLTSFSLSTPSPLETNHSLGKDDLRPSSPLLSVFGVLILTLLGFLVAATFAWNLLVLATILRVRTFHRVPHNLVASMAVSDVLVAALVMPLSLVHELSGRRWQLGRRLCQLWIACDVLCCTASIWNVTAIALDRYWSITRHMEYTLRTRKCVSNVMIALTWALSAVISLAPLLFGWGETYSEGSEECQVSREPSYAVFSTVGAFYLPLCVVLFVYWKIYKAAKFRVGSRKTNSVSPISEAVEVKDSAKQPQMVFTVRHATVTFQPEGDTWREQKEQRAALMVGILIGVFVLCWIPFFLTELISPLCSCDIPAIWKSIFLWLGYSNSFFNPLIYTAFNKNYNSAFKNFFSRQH
# SUMO Mot1 rescue: inhibitors of SUMOylation pathway: yeast Mot1-301 growth rescue. S. cerevisiae Mot1-301 growth rescue, ATP luminescence, 38.5C; percent above DMSO median, 100 means doubled. growth rescue, % at 18.8 µM. 320,000 tested, 1% active;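 active = every valid replicate shows activation above 250% relative to neutral control wells; inactive = the rest, any valid replicate at or below 250%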;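 also: OY570 slx delta 5 strain wells were the positive control but not used for scaling; some compounds called inactive have numbers as strong as hits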
# Ecoli viability: reduces bacterial viability in AddAB counter-screen | E. coli V3065 growth, OD600 absorbance, 18 h | inhibition, % at 11.9 µM | 330,000 tested, 0.27% active | AID 449728;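 active = inhibition above the campaign's mean inhibition across all tested compounds plus 3 SD, cut at about 9.9% in these data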;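 also: uninfected addAB+ strain grown without phage in ampicillin broth; 0% = DMSO wells and 100% = ciprofloxacin 0.95 µg/ml wells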
# OPRM1-OPRD1 inv: inverse agonists of human mu-delta opioid receptor heterodimerization; inhibition, % at 9.3 µM; 340,000 tested, 0.21% active; cell-based MOR-DOR heterodimer luminescence, inverse agonism; AID 504357; in the data active = inhibition above about 22%, passing the limit was not always enough;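 also: 0% = cells with DMSO and 100% = wells without cells with DMSO; values of inactives mirror those of a sister screen read the other way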
# PfHsp90 set2: reduces growth (ATP signal) of yeast expressing P. falciparum Hsp90 | S. cerevisiae expressing PfHsp90, BacTiter-Glo ATP, 48 h; yeast lacking PDR1 and PDR3 efflux regulators | inhibition, % at 9.4 µM | 310,000 tested, 0.32% active;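 active = every replicate shows inhibition above about 80%, whatever the replicate mean, limit read from the data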;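 also: 0% = DMSO neutral controls and 100% = 20 µM radicicol positive controls; yeast relying on Plasmodium falciparum Hsp90 in place of its own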
# PKA-R1A act: activators of PKA-R1A complex; P00514+P68181; PKA-R1A dissociation, Cy5-IP20 fluorescence polarization; scaled: DMSO 0%, 113 µM cGMP 100%; activation, % at 11.4 µM; 340,000 tested, 0.083% active; AID 504707;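 active = percent activation above the mean of all tested compounds plus 3 SD, cut at about 19% in these data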;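 also: higher means more PKAc released from R1A so a rise in polarization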
# AddAB inh: less growth of phage-infected E. coli with AddAB; E. coli expressing H. pylori AddAB, absorbance growth; AID 435030; inhibition, % at 11.9 µM; 330,000 tested, 0.29% active; in the data active = inhibition above about 12%;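 also: 0% = vehicle wells of infected cells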
# * marks the source's active call; other numbers are inactive results; · = not tested or not shown. Outcome played no part in choosing rows; overall some 2.2% were active at least once.
# Results follow in this order: Tat export inh, PKA-R2B act, MOR-DOR ag, phage Ecoli inh, HTR5A inv ag, SUMO Mot1 rescue, Ecoli viability, OPRM1-OPRD1 inv, PfHsp90 set2, PKA-R1A act, AddAB inh
C[C@H](CO)N1C[C@H](C)[C@@H](CN(C)S(=O)(=O)c2cccs2)Oc2ccc(NC(=O)Cc3ccccc3)cc2C1=O
    1, 6, -3.3, 2.7, 11, -4, 1.8, 19, -18, -7, 3.9
O=C(CN1C(=O)C2C3C=CC(C4CC34)C2C1=O)Nc1cccc2ncccc12 (stereo not drawn)
    3, -1, -2.4, 2.7, -10, ·, -1.6, 11, 10, 14, 3.2
CCN1CCN(C(=O)CN(c2cc(OC)ccc2OC)S(C)(=O)=O)CC1
    9, -10, -0.7, -0.5, 3, -17, 4.6, 4, ·, 5, 2.0
CCC(=O)c1ccc(OCC(=O)N(C)CC(=O)Nc2cccc(F)c2)cc1
    2, -5, 1.6, 2.0, 8, 2, 4.0, -9, -38, -3, 2.5
C/C(=N/NC(=O)CNC(=O)c1cccnc1)c1cccc([N+](=O)[O-])c1
    -8, -9, -0.2, 3.7, -4, 137, 0.0, 1, 6, 2, 1.7
COc1ccc(C2CC(c3ccc(OC)cc3)n3nc(NS(C)(=O)=O)nc3N2)cc1 (stereo not drawn)
    31, 0, -1.8, -1.7, -17, 63, 0.2, 10, -2, 0, 0.4
CC(=O)Nc1cc(NC(C)=O)cc(C(=O)NCC2(N3CCOCC3)CCCCC2)c1
    2, -9, 0.7, 2.6, -14, ·, ·, -4, ·, 1, ·
CCOc1ccc2ccccc2c1C1NC(=O)N(C)C(C)=C1C(=O)OCCOC (stereo not drawn)
    -1, -21, -1.5, 0.8, -12, -16, -0.2, 8, -18, 9, 4.9
COc1cc(C(=O)C(=O)c2ccc(OC)c(OC)c2)ccc1O
    -2, -2, -3.4, 2.4, 20, ·, ·, 17, 10, 4, ·
OCC[C@@H]1C[C@H](O)[C@@H](O)[C@@]2(OCc3ccccc32)O1
    -1, -12, -1.3, 1.1, 6, -12, 0.5, 7, 4, 8, 2.3
CCN(CC(=O)Nc1c(F)cccc1F)C(=O)c1ccc(COc2ccccc2)cc1
    -6, -6, -0.4, 3.5, -8, 119, -1.0, 2, ·, 6, -2.0
CCc1ccc(OCC(=O)NNC(=O)Cc2cccs2)cc1
    -1, -4, -1.3, 3.9, -1, 5, -0.3, 8, -57, -10, 0.8
CC(=O)c1c(C)[nH]c(C(=O)OCc2csc(CC(=O)Nc3ccccc3C)n2)c1C
    2, -11, -2.4, -0.7, -13, 1, 1.1, 9, 5, -1, -0.2
O=C(O)c1cccc(NC(=O)c2cn(-c3ccccc3)nc2-c2cc3ccccc3o2)c1
    11, 11, -3.4, 4.2, -28, ·, 1.6, 18, 0, -4, 1.2
Clc1ccc(CO/N=C/c2c(-c3ccccc3)nc3n2CCS3)c(Cl)c1
    5, 2, 0.7, 1.4, 7, -30, 0.3, -4, ·, 2, 6.2
CCO/N=C(/c1nonc1N)N1CCN(c2ccc([N+](=O)[O-])cc2)CC1
    0, 1, 0.0, 0.1, 6, 9, -2.1, 0, 5, 2, -2.1
Cn1c(=O)c2c(ncn2Cc2ccc(Cl)c(Cl)c2)n(C)c1=O
    1, -5, -1.1, 2.6, -17, -7, -1.8, 6, 4, 1, 1.4
COc1ccccc1-c1sc2ccccc2c1-c1ccc(OCCN2CCCCC2)cc1
    21, 3, 7.0, ·, -12, ·, -0.9, -35, 3, 2, 1.2
Cc1cccc(NC(=O)CCC2CCN(Cc3nccs3)CC2)c1
    -2, 11, -3.4, 3.8, 7, 220, 0.6, 18, 18, 3, 1.7
COC(=O)Cc1ccc(NC(=S)NCc2ccccc2Cl)cc1
    6, -4, 0.1, 4.7, 15, -19, 0.6, 0, -8, -7, 5.0
O=C(CSc1n[nH]c(=O)[nH]c1=O)N/N=C/c1ccccc1O
    -5, 1, -1.3, 0.6, 14, -11, 0.9, 6, -6, -12, 3.5
CC(=NC1CC1)c1c(-c2ccccc2)[nH]n(-c2nc3ccccc3s2)c1=O
    0, 1, -1.1, -3.3, 4, -16, -3.7, 6, -15, -5, -1.9
NS(=O)(=O)c1ccc(CCNCc2ccccc2OCc2ccc(F)cc2)cc1
    6, -5, 0.1, 3.9, 0, 4, 0.9, 0, -6, -4, 1.2
O=C(O)CCNc1ccc(Cl)cc1
    6, -10, 0.9, 2.1, 1, -12, 0.3, -4, 5, -1, 0.9
CCCn1c(SCC(=O)c2cc(OC)ccc2OC)nc2c1c(=O)n(C)c(=O)n2C
    -7, -2, -2.8, 3.4, 5, ·, ·, 14, -1, 9, ·
Cn1c(Cc2ccc3c(c2)OCO3)nnc1SCC(=O)N1CCc2ccccc2C1
    5, -9, -3.2, 3.0, -10, -8, 0.7, 18, 2, -17, 3.1
N#Cc1c(NC(=O)Cn2c(=O)oc3ccccc32)oc(-c2ccccc2)c1-c1ccccc1
    -4, 0, 0.5, 2.0, 2, 268, -2.0, -3, 3, 1, 0.5
CCOc1ccc(CN2CCN(c3ncnc4scc(-c5ccccc5)c34)CC2)cc1
    14, 0, -1.4, 0.9, -2, -14, ·, 7, 0, 1, ·
COc1cc(S(=O)(=O)NCC(c2ccco2)N2CCCCC2)ccc1NC(C)=O (stereo not drawn)
    2, 0, -3.0, 3.1, -3, 6, -2.5, 13, -56, 10, 0.4
O=C(NCCSCc1ccco1)c1ccc(CN2CCOCC2)cc1
    0, -1, 1.2, 0.9, 0, -18, 1.8, -7, ·, 5, 2.8
[O-][n+]1c2ccccc2[n+]([O-])c2cc(O)ccc21
    9, 3, -1.1, 11*, -1, 12, 40*, 6, -26, 2, 31*
Cc1ccc(-c2nnc(SCc3nc4ccccc4[nH]3)n2Cc2ccco2)cc1
    6, -12, -3.2, 1.6, -12, -13, 1.6, 17, -32, -4, 1.6
O=C(NCc1ccc(F)cc1)c1ccc(CS(=O)(=O)Cc2ccccc2F)o1
    -1, -4, 1.7, 2.5, -24, 1, 0.7, -10, 5, 4, 1.9
O=C(NC(Cc1ccccc1)C(=O)OCC(=O)N1CCc2ccccc21)c1ccco1 (stereo not drawn)
    9, 11, -1.7, 3.7, 15, 94, 2.6, 9, 0, 0, 2.3
Cc1cc(C2C(C#N)=C(N)OC3=C2C(=O)CCC3)c(C)s1 (stereo not drawn)
    7, -7, -1.8, 2.6, 7, 5, -1.0, 11, -4, -14, 0.9
COc1ccc(-c2nnn(CC(=O)c3ccc4c(c3)OCCO4)n2)cc1OC
    7, -6, 0.4, 1.5, -5, 0, 0.8, -2, ·, 8, -0.5
CCCC(C)NC(=O)C1c2ccccc2Oc2ccccc21 (stereo not drawn)
    -9, 5, -1.0, 3.5, 5, -24, 3.4, 5, -6, -6, 2.2
O=C(N/N=C/c1cn(-c2ccccc2)nc1-c1cc2ccccc2o1)c1ccccc1Br
    13, -8, 4.4, 3.8, -37, 1, -0.8, -27, -43, -5, -1.4
O=C(Nc1ccc(S(=O)(=O)NC2=NCCCCC2)cc1)c1ccc(C(F)(F)F)cc1
    -2, -4, 1.2, ·, 28, 451*, 0.7, -6, -25, -3, 4.2
O=C(O)c1ccc2c3c(cccc13)C(=O)N(OS(=O)(=O)c1ccccc1)C2=O
    -2, 2, -2.6, 1.4, 18, -9, 0.0, 13, -24, -5, 2.2
O=C(NNC(=S)Nc1ccccc1)c1cccnc1
    -6, -12, -2.5, 0.6, 2, 168, -1.0, 8, 3, -5, 1.8
Cc1sc2nc(CSCC(=O)Nc3c(Cl)cccc3Cl)[nH]c(=O)c2c1C
    -11, -9, -2.3, -1.3, 3, 3, 1.7, 11, -149, 0, 0.2
Cc1ccc(-n2nc3c(N4CCC(C(=O)NCc5ccccc5C)CC4)nnc(C)c3c2C)cc1
    3, 5, 1.7, ·, -17, 4, -1.9, -9, 5, -8, 0.8
COc1ccc(-c2nnc(N(C)C(=O)C3CCOC3)s2)cc1 (stereo not drawn)
    5, -10, -1.7, 2.5, 8, -5, -0.1, 10, 13, -4, -0.6
Cc1c(Cl)cccc1NC(=O)CSc1nnc(CCNC(=O)OC(C)(C)C)o1
    -3, 3, -0.9, 1.2, 13, -11, 0.2, 5, 5, -9, 1.2
CC(=O)NC(O)C(=O)c1ccccc1 (stereo not drawn)
    -1, 0, -1.0, 2.8, -8, 4, -1.6, 6, -6, 8, 2.6
CC1CCN(C(=O)C2CCN(CC(C)c3ccccc3)CC2)CC1 (stereo not drawn)
    3, -7, 1.9, -1.3, -12, 7, -0.2, -10, -33, 6, -0.8
O=C(COC(=O)c1cc2c(s1)CCCCC2)NC1CCS(=O)(=O)C1 (stereo not drawn)
    1, -5, -2.2, 0.2, 7, -17, -0.4, 12, ·, -6, 2.0
CSc1nnc(-c2ccc(F)cc2)o1
    0, 4, 1.3, 2.5, -15, 2, -0.2, -8, -2, -6, -1.1
CC(C)(C#N)Nc1ccccc1
    -2, 2, -2.0, 1.7, 0, 13, 0.0, 12, 20, 7, 0.4
CCn1nc(C)c(CN2CCN(Cc3cccc(OC)c3)C(CCO)C2)c1C (stereo not drawn)
    -1, -7, -1.4, 1.8, 8, 8, -1.5, 7, -31, -2, 0.7
CCS(=O)(=O)N1Cc2ccccc2CC1C(=O)N(C)Cc1ccc(OC)cc1OC (stereo not drawn)
    -7, 3, -0.5, -2.6, 12, 39, 1.3, 3, -64, -4, 1.1
CC1(C)C(=O)OC(/C=C\c2cccc([N+](=O)[O-])c2)C(C)(C)C1=O (stereo not drawn)
    0, -4, -1.8, 1.4, 3, 3, -1.1, 11, 33, 5, -2.4
CCOC(=O)C1=C(C)N(C)C(=O)NC1c1cccc2ccccc12 (stereo not drawn)
    -6, -2, -3.6, 0.0, 10, -14, -1.3, 17, -6, -6, 0.2

# Single records, from the list above.
# O=C(N/N=C/c1cn(-c2ccccc2)nc1-c1cc2ccccc2o1)c1ccccc1Br across the screens: Tat export inh: 13; PKA-R2B act: -8; MOR-DOR ag: 4.4; phage Ecoli inh: 3.8; HTR5A inv ag: -37; SUMO Mot1 rescue: 1; Ecoli viability: -0.8; OPRM1-OPRD1 inv: -27; PfHsp90 set2: -43; PKA-R1A act: -5; AddAB inh: -1.4
# O=C(O)c1cccc(NC(=O)c2cn(-c3ccccc3)nc2-c2cc3ccccc3o2)c1 across the screens: Tat export inh: 11; PKA-R2B act: 11; MOR-DOR ag: -3.4; phage Ecoli inh: 4.2; HTR5A inv ag: -28; SUMO Mot1 rescue: ·; Ecoli viability: 1.6; OPRM1-OPRD1 inv: 18; PfHsp90 set2: 0; PKA-R1A act: -4; AddAB inh: 1.2
# CC(=O)c1c(C)[nH]c(C(=O)OCc2csc(CC(=O)Nc3ccccc3C)n2)c1C across the screens: Tat export inh: 2; PKA-R2B act: -11; MOR-DOR ag: -2.4; phage Ecoli inh: -0.7; HTR5A inv ag: -13; SUMO Mot1 rescue: 1; Ecoli viability: 1.1; OPRM1-OPRD1 inv: 9; PfHsp90 set2: 5; PKA-R1A act: -1; AddAB inh: -0.2
